# Kir21 block = inhibitors of mouse Kir2.1 inward-rectifier potassium channel; P35561; HEK293-Kir2.1, FluxOR thallium flux fluorescence; active compounds read low; B-score at 10 µM; actives 0.85% (n = 310,000); AID 1672;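 active means fluorescence ratio B-score at or below minus 3 SD of library scores, with starting-brightness B-score within 2 SD, cut at about -4.2 in these data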;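 further: channel flux triggered by added potassium and thallium sulfate stimulus; B-score of peak minus minimum fluorescence over baseline after thallium stimulus; more negative B-score means stronger Kir2.1 block with less thallium influx; some compounds called inactive have numbers as strong as hits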
# Target sequence (P35561 whole entry, looked up): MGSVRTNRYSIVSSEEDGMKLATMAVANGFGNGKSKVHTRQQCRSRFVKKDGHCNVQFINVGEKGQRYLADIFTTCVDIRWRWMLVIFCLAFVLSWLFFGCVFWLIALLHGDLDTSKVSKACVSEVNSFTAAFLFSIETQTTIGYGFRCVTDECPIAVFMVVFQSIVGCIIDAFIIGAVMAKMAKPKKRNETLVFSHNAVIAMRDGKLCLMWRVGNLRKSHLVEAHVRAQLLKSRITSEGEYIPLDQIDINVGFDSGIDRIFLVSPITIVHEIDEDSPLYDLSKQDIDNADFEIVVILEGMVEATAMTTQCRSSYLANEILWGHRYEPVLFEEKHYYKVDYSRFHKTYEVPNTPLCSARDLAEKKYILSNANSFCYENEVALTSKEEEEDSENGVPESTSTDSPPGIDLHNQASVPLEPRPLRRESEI
# STK33 inh = human STK33 kinase inhibition; Q9BYT3; purified STK33, MBP phosphorylation, ADP-Glo luminescence; inhibition, % at 10 µM; actives 0.073% (n = 320,000);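 active means inhibition at or above 25%, using the most active replicate where run in duplicate; inactive means inhibition below 25%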
# Target sequence (Q9BYT3 whole entry, looked up): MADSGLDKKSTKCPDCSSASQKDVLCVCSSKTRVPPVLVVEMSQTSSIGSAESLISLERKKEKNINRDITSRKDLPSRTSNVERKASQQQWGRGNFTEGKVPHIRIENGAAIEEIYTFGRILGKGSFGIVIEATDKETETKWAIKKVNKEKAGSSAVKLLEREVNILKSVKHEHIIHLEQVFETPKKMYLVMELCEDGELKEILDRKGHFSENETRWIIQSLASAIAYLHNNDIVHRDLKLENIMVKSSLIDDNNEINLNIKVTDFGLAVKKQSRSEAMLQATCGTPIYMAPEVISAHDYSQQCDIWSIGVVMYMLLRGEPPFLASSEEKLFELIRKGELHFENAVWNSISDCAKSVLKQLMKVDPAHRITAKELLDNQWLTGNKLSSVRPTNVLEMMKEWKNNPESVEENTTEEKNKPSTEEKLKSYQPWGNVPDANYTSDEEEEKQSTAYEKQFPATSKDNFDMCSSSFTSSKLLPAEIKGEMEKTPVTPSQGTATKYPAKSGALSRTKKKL
# KCNQ2 block = KCNQ2 potassium channel inhibitors, primary screen, cell-based, CHO-K1, FluxOR thallium flux, B-score (AID 2156); B-score at 10 µM; 20 min; active compounds read low; actives 1.1% (n = 310,000); O88943;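 active means fluorescence ratio B-score at most minus 3 library SDs, with starting brightness B-score within 2 library SDs, cut at about -5.5 in these data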
# * marks the source's active call; other numbers are inactive results; i = inactive; x = not tested or not shown; & = joins results of further samples.
# Preview:
SMILES,Kir21 block,STK33 inh,KCNQ2 block
COc1ccccc1C(=O)/C=C/c1ccc(N2CCCCC2)c([N+](=O)[O-])c1,0.03,0.1,i
Cc1cccc(N2CC(C(=O)NCCC3=CCCCC3)CC2=O)c1C (stereo not given),0.57,1.7,i
O=C(NCCc1ccccc1)c1cnn2c(C(F)F)cc(C3CC3)nc12,-0.31,-2.4,i
Cc1nc2ccccn2c1C(=O)OCC#N,1.98,-0.6,i
O=C(c1ccc(C(F)(F)F)cc1)n1ccc(-c2cccs2)n1,0.01,-0.2,i
CCOc1ccc(N(CC(=O)NC2CCCC2)S(=O)(=O)c2c(C)noc2C)cc1,1.27,-1.8,i

# This part in full, from the first entry:
SMILES,Kir21 block,STK33 inh,KCNQ2 block
COc1ccccc1C(=O)/C=C/c1ccc(N2CCCCC2)c([N+](=O)[O-])c1,0.03,0.1,i
Cc1cccc(N2CC(C(=O)NCCC3=CCCCC3)CC2=O)c1C (stereo not given),0.57,1.7,i
O=C(NCCc1ccccc1)c1cnn2c(C(F)F)cc(C3CC3)nc12,-0.31,-2.4,i
Cc1nc2ccccn2c1C(=O)OCC#N,1.98,-0.6,i
O=C(c1ccc(C(F)(F)F)cc1)n1ccc(-c2cccs2)n1,0.01,-0.2,i
CCOc1ccc(N(CC(=O)NC2CCCC2)S(=O)(=O)c2c(C)noc2C)cc1,1.27,-1.8,i
Cc1cccc(NC(=O)CCc2c(C)nn(-c3ccc(N4CCOCC4)nn3)c2C)c1,-0.35,-1.7,i
C=CCc1ccccc1OCCCCN1CCCC1,-0.89,-0.8,i
O=C(Cc1c(F)cccc1Cl)N1CCN(C(=O)c2ccco2)CC1,-1.77,0.4,i
Cc1ccc(F)c([C@H]2C3C=CCC(c4ccccc4)C3C(=O)N2Cc2ccccc2)c1 (stereo not given in full),-0.65,0.0,i
COc1cc(Cl)c(C)cc1NC(=O)COc1cc(C)nc(C(C)C)n1,0.08,-1.5,i
CCC(C)(C(=O)NC1CCCCC1)N(C(=O)C1CCC(=O)N1)c1ccccc1 (stereo not given),-0.11,-0.2,i
N#CCSc1nc2ccccc2c(=O)n1CCC(=O)NCCc1ccccc1,0.05,0.4,i
CN(C(=O)c1ccc(-c2ccccc2)cc1)C1CCCCC1,-1.83,0.1,i
O=[N+]([O-])c1ccc(-c2csc(Nc3ccccc3)[n+]2Cc2ccccc2)cc1,1.25,0.0,i
CCOc1ccc(N(C(=O)c2cc3ccccc3oc2=O)C2C=CS(=O)(=O)C2)cc1 (stereo not given),0.34,-0.6,i
Oc1ccc(Cl)cc1C=Nc1ccc2c3c(cccc13)CC2,0.48,x,i
O=C1C2C3C=CC(C4CC34)C2C(=O)N1Cc1ccco1 (stereo not given),-3.09,-0.9,i
O=C(O)c1cc(-c2ccc(/C=C3\NC(=O)N(c4ccccc4)C3=O)o2)ccc1Cl,0.12,1.0,i
O=C(CNCCO)Nc1ccc(F)c(Cl)c1,-0.53,-0.8,i
CCOC(=O)c1c(C)[nH]c(C(=O)N2CCCC(C(=O)c3ccccc3OC)C2)c1C (stereo not given),1.77,-1.3,i
CCOC(=O)C(C)CC(C)C(=O)N1CCOCCN(C(=O)C(C)CC(C)C(=O)OCC)CCOCC1 (stereo not given),-0.88,0.3,i
COc1cccc(NC(C)(C)c2nnnn2-c2c(C)cccc2C)c1,0.09,-1.1,i
Cc1ccccc1Nc1nnc(SCC(=O)NC2CCCc3ccccc32)s1 (stereo not given),0.56,x,i
C=CCn1c(N)c(C(=O)OC(C)(C)C)c2nc3ccccc3nc21,-0.31,x,i
Cc1ccccc1C(=O)N1CCCC(N2CCN(Cc3ccc4c(c3)OCO4)CC2)C1 (stereo not given),1.31,-0.5,i
CCN1CCN(C(CNS(=O)(=O)c2ccc(C)cc2)c2cccnc2)CC1 (stereo not given),1.42,-1.2,i
C=C(C)[C@@H]1CCC2(C(=O)O)CC[C@]3(C)[C@H](CC[C@@H]4[C@@]5(C)CCC(=O)C(C)(C)[C@@H]5CC[C@]43C)[C@@H]12 (stereo not given in full),0.93,-1.6,i
Cc1nc2ccc(Cl)cc2c(-c2ccccc2)c1C(=O)N(C)C,-1.38,-2.2,i
CN(C(=O)c1ccnn1C)C1CCCN(Cc2ccccc2F)C1 (stereo not given),1.37,1.4,i
Cc1ccc(C(C)C)c(OCc2ccc(-c3nnco3)cc2)c1,0.42,-1.9,i
Cc1ccc2nc(/C(C#N)=C/c3ccc(O)c(O)c3)[nH]c2c1,-1.36,5.3,i
C/C=C/c1ccc(OCC(O)CN2CCCCC2CC)c(OC)c1 (stereo not given),1.63,x,i
CCOC(=O)c1c(C)nc(C)c(C(=O)OCC)c1-c1ccco1,-1.51,-2.9,i
COC(=O)c1cc(Cl)c(NC(=O)C(C)C)cc1OC,-0.58,-3.1,i
CC(Oc1ccc2ccccc2c1)C(=O)NNC(=O)Nc1ccccc1 (stereo not given),-1,-1.1,i
O=C(N=Nc1c(O)[nH]c2ccc(F)cc12)C1COc2ccccc2O1 (stereo not given),-0.9,-0.4,i
Cc1nc2c(-c3ccc(F)cc3)c(C)nn2c(C)c1CCC(=O)Nc1ccccc1F,0.19,-4.2,i
COc1ccccc1CNC(=O)CSc1ccc(-c2cccs2)nn1,-0.47,-1.3,i
COc1cc(CNCc2ccccc2)ccc1OCC(O)c1ccccc1 (stereo not given),-0.26,-0.9,i
COCCNC(=O)C(c1cccs1)N(C(=O)Cn1nnc2ccccc21)c1ccccc1 (stereo not given),0.67,0.6,i
O=C(Cn1c(=S)[nH]c2ccccc2c1=O)N1CCc2ccccc2C1,-0.72,-0.4,i
CN(C)c1nc(N)nc(CSc2ncc(Cl)cc2Cl)n1,-0.52,-0.6,i
COc1ccc(C(=O)N[C@H](C(=O)OCc2nc3ccsc3c(=O)[nH]2)C(C)C)cc1,-2.16,-2.2,i
CCSc1nsc(NC(=O)Nc2cccc(C(C)=O)c2)n1,-1.25,-0.1,i
CCN(CC)c1ccc(/C=N/NC(=O)c2cccc(S(=O)(=O)Nc3ccccc3OC)c2)c(O)c1,0.21,-0.5,i
COc1cc(C)c(Cl)cc1S(=O)(=O)NC1CC(C)(C)NC(C)(C)C1,-0.74,-1.3,i
Cc1cccc(C)c1N(CC(=O)NCc1ccccc1)C(=O)c1csnn1,0.14,-0.4,i
O=C(NCc1ccc(Cl)cc1)c1ccc(N2CCCC2=O)cc1,-0.74,-2.3,i
Cc1ccc(C2C=C(c3ccccc3)Nc3ncnn32)cc1 (stereo not given),-0.75,-0.3,i
Cc1ccc(S(=O)(=O)Nc2ccc(NC(=O)/C=C/C(=O)O)cc2)cc1,1.23,-1.1,i
Cn1c(=O)c2c(nc(CN3CCN(C(=O)c4ccco4)CC3)n2Cc2ccc(Cl)cc2)n(C)c1=O,-0.27,-0.7,i
COc1ccccc1CCNC(=O)CSc1nc(-c2ccco2)cc(C(F)(F)F)n1,0.35,0.2,i
CCC1(NC(C)=O)CC2CC1CC2NC(C)=O (stereo not given),-0.46,-0.9,i
c1ccc2nc(-c3nc4ccccc4o3)ccc2c1,0.03,1.7,i
CC(C)c1ccc(C2CC(=O)c3cnc(N4CCc5ccccc5C4)nc3C2)cc1 (stereo not given),0.01,-1.2,i
CCN(CC)CCN1C(=O)C(=O)/C(=C(/O)c2ccc(S(=O)(=O)N3CCOCC3)cc2)C1c1ccc(C(C)(C)C)cc1 (stereo not given),-0.38,0.1,i
CCN(CC)S(=O)(=O)c1ccc(C(=O)OCC(=O)N2CCOCC2)cc1,2,-1.0,i
CC1(OC(=O)CCc2ccccc2)C(=O)C=C2C=C3CCCN3C=C2C1=O (stereo not given),1.42,0.6,i
Cc1ccc(-c2nc(CS(=O)(=O)CC(=O)NCCCN3CCOCC3)c(C)o2)cc1,-0.02,-2.4,i

# The list goes on.
SMILES,Kir21 block,STK33 inh,KCNQ2 block
OCC1CCCN(C(=S)Nc2ccc(Oc3ccccc3)cc2)C1 (stereo not given),0.88,0.3,i
CCCCC1CCC(C(=O)OCC(=O)Nc2ccc(S(N)(=O)=O)cc2)CC1 (stereo not given),0.38,-0.6,i
CCOCCCNC(=O)Cn1cnc2c(cnn2-c2ccc(OC)cc2)c1=O,-1.28,-2.6,i
CN(C(=O)COc1cc(=O)n(C)c2ccccc12)c1cccc(Cl)c1,0.48,2.0,i
CC1CCN(CCCNc2cc(NCCO)c([N+](=O)[O-])c3nonc23)CC1,0.02,-0.5,i
CSc1nc(-c2cccs2)c(C#N)c(=O)[nH]1,0.67,1.4,i
CC(NC(=O)CNC(=S)N(Cc1cccs1)C1CCCC1)c1ccccc1 (stereo not given),1.13,-0.7,i
Cn1c(=O)[nH]c(=O)c2c1nc(N1CCOCC1)n2CCN1CCOCC1,1.12,-1.0,i
Cc1nn(Cc2ccc(Br)cc2)c(C)c1NC(=O)c1nn(C)cc1Cl,-0.42,-1.4,i
c1ccc(-n2nnc3c(N4CCOCC4)ncnc32)cc1,-0.69,0.7,i
O=C(COC(=O)c1ccc[nH]c1=O)NC1CCCC1,-0.21,0.4,i
Nc1ccccc1-c1nc2ccccc2[nH]c1=O,1.55,-0.1,i
COc1ccc(OC(C)C(=O)Nc2cccc([N+](=O)[O-])c2)cc1 (stereo not given),0.01,-1.5,i
C/C(CC(=O)Nc1ccc(Cl)cc1Cl)=N\NC(=O)c1cnccn1,-0.27,-0.9,i
O=C1CCCN1c1cc(Cl)cc(Cl)c1,1.25,-1.2,i

# In another format: 2 of the compounds above
# Values run as follows: Kir21 block	STK33 inh	KCNQ2 block
Cn1c(=O)[nH]c(=O)c2c1nc(N1CCOCC1)n2CCN1CCOCC1
→ 1.12	-1.0	i
Cc1nn(Cc2ccc(Br)cc2)c(C)c1NC(=O)c1nn(C)cc1Cl
→ -0.42	-1.4	i

# (list continues)
SMILES,Kir21 block,STK33 inh,KCNQ2 block
O=C(Oc1ccc(C(=S)N2CCOCC2)cc1)c1ccc(F)cc1,-2.07,-2.2,i
O=C(c1ccc(OC2CCN(CCCc3ccccc3)CC2)cc1)N1CCCC1,-5.9*,0.4,i
CC(C)(CNC(=O)c1cccc(F)c1)CNC(=O)c1cccc(F)c1,0.78,0.1,i
CCCCCCCN1CCC(=O)N([C@H](CO)CC(C)C)CC1,-1.48,0.1,i
NS(=O)(=O)c1ccc(NC(=S)N2CCN(Cc3ccc(Cl)c(Cl)c3)CC2)cc1,1.65,-8.4,i
COC(=O)C1(C)NC(=O)c2ccccc2N1 (stereo not given),1.2,-0.2,i
Cc1ccc2c(c1)N=C(c1ccccc1)CC(C(Cl)Cl)=N2,-0.56,5.0,i
CCN1CCN(c2ccc(S(=O)(=O)N3CCCCC3)cc2NC(=O)c2ccc(F)cc2)CC1,0.7,-1.0,i
Cc1cc(C)cc(NC(=O)c2ccc(S(=O)(=O)NCc3cccnc3)cc2)c1,0.45,-2.1,i
Cc1cccc(OCc2nnc(SCc3nc4ccccc4c(=O)[nH]3)o2)c1,-0.17,-1.5,i
O=C(Cn1nc(-c2ccccc2)ccc1=O)Nc1ccc(N2CCN(C(=O)c3ccccc3)CC2)cc1,-0.54,2.3,i
COc1ccc(N2CCN(C3CCCN(S(=O)(=O)c4ccccc4)C3)CC2)cc1 (stereo not given),0.79,-0.4,i
O=C(c1cc(-c2cccc(O)c2)on1)N1CCN(C(c2ccccc2)c2ccccc2)CC1,0,-0.3,i
COC(=O)c1nc(NC(=O)c2cc(OC)c(OC)c(OC)c2)n[nH]1,-0.03,-1.2,i
CC(C)(C)c1nc2ccc(NS(=O)(=O)c3ccc(F)c(F)c3F)cc2[nH]1,0.06,-0.9,i

# Record cards, as listed above. Screens in order: Kir21 block, STK33 inh, KCNQ2 block
# COC(=O)C1(C)NC(=O)c2ccccc2N1 (stereo not given) across the screens: 1.2, -0.2, i
# O=C(Cn1nc(-c2ccccc2)ccc1=O)Nc1ccc(N2CCN(C(=O)c3ccccc3)CC2)cc1 across the screens: -0.54, 2.3, i

# (more compounds)
SMILES,Kir21 block,STK33 inh,KCNQ2 block
CC(C)c1ccc(N(CC(=O)NCc2ccco2)C(=O)CCC(=O)Nc2ccccn2)cc1,1.18,-1.0,i
O=C(COc1coc(CN2CCc3ccccc3C2)cc1=O)Nc1ccc([N+](=O)[O-])cc1,-0.04,x,i
CCCCn1c(SCN2C(=O)c3ccccc3C2=O)nc2cc(S(N)(=O)=O)ccc21,-0.69,x,i
COc1ccc(NC(=O)CCc2nnc3ccc(NCc4ccc5c(c4)OCO5)nn23)cc1,-1.17,0.7,i
O=c1[nH]c(=S)n(-c2cccc(Cl)c2)c(O)c1/C=N/N1CCOCC1,1.14,-0.7,i
CCN1C(=O)/C(=C/N2CCc3ccccc32)SC1=S,0.04,1.1,i
Cc1cc(Cl)cc(C)c1OCCCCn1ccnc1,-0.89,-2.3,i
O=C(NNC(=O)[C@H]1CC=CC[C@H]1C(=O)O)c1ccc(Cl)cc1Cl,0.05,-1.2,i
N/C(COc1ccc(Cl)cc1Cl)=N\NS(=O)(=O)c1ccccc1,-1.7,-0.8,i
CC1=CC(C)=Nc2ccc(C)cc2N1,1.21&0.9,0.6&-0.3,i
Cc1cc2ncn(CC(C)C)c2cc1C,0.36,-4.9,i
O=C(Nc1cnn(Cc2ccc(Cl)cc2)c1)C1CCCC1,-1.43,-1.9,i
Clc1ccc(-c2cn3c(n2)-c2ccccc2C3)cc1Cl,0,x,i
Cc1cc(-c2cc(C(=O)Nc3ccccc3)on2)nc(NCC2CC2)n1,2.06,-0.5,i
CCc1ccccc1N(CC(=O)NCc1ccco1)C(=O)c1snc(C(N)=O)c1N,-0.05,-3.4,i
O=C(C1CCCN(S(=O)(=O)c2ccc(F)cc2)C1)N1CCCC1 (stereo not given),-1.05,-1.1,i
O=C(CCC(=O)N(CC(=O)NC1CCCCC1)c1ccc2c(c1)OCCO2)Nc1ccccn1,-0.24,0.8,i
O=C(NCCC(=O)N1CCc2ccccc21)c1ccco1,-0.01,-1.1,i

# An unsorted share of the library, and some 1.9% of all compounds hit somewhere here.
